Calpain2 inh: inhibitors of pig calpain II, primary screen, biochemical, fluorogenic peptide substrate, 1536-well; purified calpain II, 30 min; inhibition, % at 16 µM; hit rate 0.37% among 220,000; AID 1236, 2008;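 active means inhibition above about 50%, limit read from the data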
PPC-1+TRAIL kill: compounds killing PPC-1 cancer cells with TRAIL present, primary screen, TRAIL potentiator project, ATPLite luminescence, uHTS; PPC-1 cells + TRAIL, ATPLite viability luminescence; cell killing (% activity), % at 4 µM; hit rate 0.41% among 220,000;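 active means cell killing above 50% in the first pass at 4 µM, then a duplicate retest at 5 µM averaging 50% or more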;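 further: plate controls were cells with TRAIL plus DMSO for no effect and medium-only wells lacking cells for full effect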
EBV gp42 block: Epstein-Barr virus gp42 inhibitors, primary screen, biochemical, uHTS, fluorescence polarization | Glycoprotein 42 (Epstein-Barr virus (strain AG876)), Q1HVG2 | Fluorescence polarization binding assay, mP read-out | hit rate 0.42% among 220,000 | inhibition, % (tested at 21.74 µM); in the data active means inhibition above about 50%
Target sequence (Q1HVG2 whole entry, looked up): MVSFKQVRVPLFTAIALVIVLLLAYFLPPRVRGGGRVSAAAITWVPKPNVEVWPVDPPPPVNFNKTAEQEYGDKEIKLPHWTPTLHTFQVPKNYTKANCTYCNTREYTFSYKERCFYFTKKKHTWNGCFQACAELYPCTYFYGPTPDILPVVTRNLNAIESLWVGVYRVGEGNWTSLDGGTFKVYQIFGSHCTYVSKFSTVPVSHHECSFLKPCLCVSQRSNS
Tb hexokinase: Trypanosoma brucei hexokinase 1 inhibitors, primary screen, biochemical, G6PDH-coupled NADH absorbance, MLSCN library | hexokinase 1 [Trypanosoma brucei] | recombinant TbHK1, G6PDH-coupled NADH A340 | inhibition, % at 10 µM | hit rate 0.11% among 220,000;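 active means inhibition of 50% or more in the single-dose primary screen; inactive means inhibition below 50%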
Cl transport mod: KCC2 cotransporter modulators, thallium flux, primary screen, cell-based, HEK293 KCC2, FluoZin-2 fluorescence, MLSMR; Solute carrier family 12 member 5 (Homo sapiens), Q9H2X9; KCC2 cells, thallium flux FluoZin-2 fluorescence; B-score of Tl+ flux slope (higher = more flux/activation; lower = inhibition) at 10 µM; hit rate 2.2% among 190,000;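 active means thallium flux slope and its plate-corrected score both differing from the plate sample mean at a set confidence after two filtering rounds, in either direction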;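 further: slope of fluorescence scaled to starting intensity during 10 to 20 s after thallium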
TRPML3 agonist: human TRPML3 channel agonists, primary screen, cell-based, HEK293 TRPML3-YFP, Fluo-8 calcium fluorescence, 3 µM; Mucolipin-3 (Homo sapiens), Q8TDD5; activation, % at 3 µM; AID 1448, 2008; hit rate 0.29% among 220,000; 100% = the carbachol control signal;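 active means activation above its plate's cutoff, the mean activation of the plate's test wells plus 3 SD, cut at about 12% in these data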;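 further: 0% = DMSO only wells and 100% = carbachol wells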
Target sequence (Q8TDD5 whole entry, looked up): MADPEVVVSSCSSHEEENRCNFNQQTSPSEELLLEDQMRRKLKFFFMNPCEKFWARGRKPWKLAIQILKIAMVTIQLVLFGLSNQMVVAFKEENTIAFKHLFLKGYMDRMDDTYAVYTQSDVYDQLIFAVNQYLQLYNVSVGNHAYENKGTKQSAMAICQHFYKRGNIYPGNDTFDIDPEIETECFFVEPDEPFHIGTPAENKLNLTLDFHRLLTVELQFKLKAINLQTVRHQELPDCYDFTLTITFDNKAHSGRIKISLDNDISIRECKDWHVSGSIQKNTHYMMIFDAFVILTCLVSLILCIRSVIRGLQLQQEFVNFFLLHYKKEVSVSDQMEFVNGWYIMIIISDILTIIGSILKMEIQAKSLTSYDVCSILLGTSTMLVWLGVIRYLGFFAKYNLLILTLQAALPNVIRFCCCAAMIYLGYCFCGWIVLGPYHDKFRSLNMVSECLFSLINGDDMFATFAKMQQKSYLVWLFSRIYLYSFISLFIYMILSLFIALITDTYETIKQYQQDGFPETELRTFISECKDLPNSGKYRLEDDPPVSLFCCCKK
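Material: HEK293 cells stably carrying human TRPML3-YFP; compound dosing: single dose, 3 µM final nominal compound, 0.3% DMSO final; incubation: 1-h 37 °C dye load, 5-s basal, 120-s post-compound reads; technique: Fluo-8 intracellular calcium fluorescence, excitation 470-495 nm, emission 515-575 nm; read-out basis: percent activation from peak-to-basal fluorescence ratio, scaled between DMSO and carbachol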
zfTRPN1 agonist: zebrafish TRPN1 channel agonists, primary screen, cell-based, HEK293, calcium fluorescence | HEK293 zebrafish TRPN1-YFP, Fluo-8 calcium fluorescence; 100% = response to 87 µM carbachol | activation, % at 3 µM | hit rate 0.18% among 220,000 | transient receptor potential cation channel N1 (TRPN1/NompC), Danio rerio;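 active means activation above its plate's cutoff, the mean activation of test wells on that plate plus 3 SD, cut at about 19% in these data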;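 further: 0% = DMSO alone and 100% = 87 µM carbachol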
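Assay system: Zebrafish TRPN1-YFP in HEK293 cells | Incubation: Dye loading 1 h at 37 °C, then 30 min room temperature | Measured by: Kinetic Fluo-8 fluorescence, ex 470-495, em 515-575 nm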
Furin inh: human furin inhibitors, primary screen, biochemical, fluorescence intensity | P09958 | purified furin, fluorogenic substrate cleavage | inhibition, % at 30 µM | hit rate 0.061% among 220,000; in the data active means inhibition above about 25%; further: inactives centre near -15
thrombin 1536: human alpha-thrombin inhibitors, primary screen, counter-screen for coagulation protease inhibitor project, biochemical, 1536-well, fluorogenic AMC substrate; Boc-VPR-AMC fluorogenic substrate cleavage; hit rate 0.26% among 220,000; inhibition, % at 5 µM; Prothrombin (Homo sapiens), P00734;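 active means inhibition at or above 40%; inactive means inhibition below 40%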;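 further: 0% = enzyme with no compound and 100% = wells without enzyme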
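Test system: human alpha-thrombin; medium: pH 7.5 Tris-saline with Tween 20; times: reaction at room temperature; signal: AMC fluorescence at 355 nm excitation and 460 nm emission; also added: Boc-VPR-AMC substrate, 15 µM final; dosing: one concentration per compound, 5 µM, with 0.2% DMSO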
* hit, by the source's call; i = inactive; . = not tested or not shown; [ ] = remark or other dose.

Structure | PPC-1+TRAIL kill | zfTRPN1 agonist | thrombin 1536 | Calpain2 inh | EBV gp42 block | Tb hexokinase | Cl transport mod | TRPML3 agonist | Furin inh
CN1CCC2(CC1)N=C(c1ccc(F)cc1)C(=S)N2 | 8 | 1.1 | 8 | 4 | -15 | -5 | 0.55 | 0.3 | -16
Cc1cccc(N2C(=O)/C(=C/c3ccc(N4CCN(C)CC4)o3)C(=O)NC2=S)c1C | 26 | 1.6 | 3 | -31 | -265 | 1 | i | 0.8 | -6
CCN1CCN(C(=O)Cc2coc3cc(C)cc(C)c23)CC1 | -3 | 0.8 | 5 | 5 | -17 | -5 | -0.11 | 1.1 | -16[20 µM]
COP(=O)(OC)C1(O)C(=O)Nc2ccc(Br)cc21 (stereo not given) | 11 | 0.8 | -1 | -3 | -10 | 3 | 0.0079 | 0.4 | -30
O=C(Nc1ccc(Br)cc1)c1nn(C23CC4CC(CC(C4)C2)C3)cc1Br | 10 | 0.9 | -2 | -37 | -16 | 3 | -0.019 | -0.1 | -20[20 µM]
COc1ccc(C2CN(C)CC2C(=O)c2ccc(C)cc2)cc1Cl (stereo not given) | 18 | 2.2 | -7 | 41 | -9 | 11 | -0.24 | 1.1 | -3
Clc1ccccc1Nc1ncnc(-n2cccc2)n1 | 18 | -1.9 | -5 | -4 | -8 | 6 | -3.8 | 0.9 | -23[20 µM]
CC(C)C1(C)N=C(c2ncccc2C(=O)O)NC1=O (stereo not given) | 20 | -1.6 | 2 | -39 | -3 | 1 | -0.086 | 0.4 | -8[20 µM]
CN1CCN(c2ccccc2N)CC1 | 3 | 0.8 | 5 | -5 | -7 | -4 | 1 | 0.1 | -6[20 µM]
COc1ccc(N2C(=O)/C(=C/C=C/c3ccccc3[N+](=O)[O-])C(=O)NC2=S)cc1 | 13 | 0.0 | 1 | -16 | 8 | 1 | -1.3 | -0.7 | -9
CN(c1ccc(OCC(=O)N2CCN(C/C=C/c3ccccc3)CC2)cc1)S(=O)(=O)c1cccs1 | 3 | 9.9 | -2 | -10 | -14 | -19 | -0.61 | 5.1 | -24
CCOC(C(=O)OCCCN(CC)CC)(c1ccccc1)c1ccccc1 | 20 | -0.3 | 2 | 0 | -36 | 3 | 0.45 | 0.7 | -19[20 µM]
Cc1cc(C)n(-c2ccc(NN=C(C#N)C#N)cc2)n1 | 17 | 32* | -2 | 25 | 4 | -25 | -2.7 | 18* | 2
CCCCn1c(O)c(C=NCCN2CCCCC2)c(=O)[nH]c1=O | -11 | 0.6 | -7 | -26 | -5 | 8 | -0.017 | 0.7 | -12
O=C1NC(=O)N(c2ccccc2)C(=O)/C1=C/c1ccc([N+](=O)[O-])s1 | 12 | 2.1 | -1 | -9 | -10 | -8 | -0.026 | 0.8 | -19
COC(=O)N(c1ccccc1)P1(=S)OCCO1 | -7 | 1.4 | 0 | 11 | 2 | 3 | 1.6 | 0.1 | -15
O=P(O)(O)Cc1c(Cl)cccc1Cl | 13 | 0.2 | -1 | -14 | -15 | 0 | -0.63 | 1.1 | -12
N#CCCn1cc(C(=O)Nc2ccccc2Br)c(-c2ccc([N+](=O)[O-])cc2)n1 | -4 | 1.0 | -1 | 0 | -5 | -9 | 0.021 | 0.8 | -16
CC1CCCN(C(=O)c2ccc(N3CC4CC(C3)c3cccc(=O)n3C4)c([N+](=O)[O-])c2)C1 (stereo not given) | 18 | -0.4 | -2 | -3 | -19 | -1 | -0.72 | 0.6 | -22
OC(CNC1CCCCC1)c1ccccc1 (stereo not given) | -10 | 0.9 | 1 | 18 | -12 | 0 | -0.55 | -0.1 | -11[20 µM]

As a working copy, part of the list above.
Structure | PPC-1+TRAIL kill | zfTRPN1 agonist | thrombin 1536 | Calpain2 inh | EBV gp42 block | Tb hexokinase | Cl transport mod | TRPML3 agonist | Furin inh
O=C1NC(=O)N(c2ccccc2)C(=O)/C1=C/c1ccc([N+](=O)[O-])s1 | 12 | 2.1 | -1 | -9 | -10 | -8 | -0.026 | 0.8 | -19
COC(=O)N(c1ccccc1)P1(=S)OCCO1 | -7 | 1.4 | 0 | 11 | 2 | 3 | 1.6 | 0.1 | -15
O=P(O)(O)Cc1c(Cl)cccc1Cl | 13 | 0.2 | -1 | -14 | -15 | 0 | -0.63 | 1.1 | -12
N#CCCn1cc(C(=O)Nc2ccccc2Br)c(-c2ccc([N+](=O)[O-])cc2)n1 | -4 | 1.0 | -1 | 0 | -5 | -9 | 0.021 | 0.8 | -16
CC1CCCN(C(=O)c2ccc(N3CC4CC(C3)c3cccc(=O)n3C4)c([N+](=O)[O-])c2)C1 (stereo not given) | 18 | -0.4 | -2 | -3 | -19 | -1 | -0.72 | 0.6 | -22
OC(CNC1CCCCC1)c1ccccc1 (stereo not given) | -10 | 0.9 | 1 | 18 | -12 | 0 | -0.55 | -0.1 | -11[20 µM]

Continuation.
Structure | PPC-1+TRAIL kill | zfTRPN1 agonist | thrombin 1536 | Calpain2 inh | EBV gp42 block | Tb hexokinase | Cl transport mod | TRPML3 agonist | Furin inh
CSc1ncc(CN2CCCC(C(=O)c3sccc3C)C2)cn1 (stereo not given) | 2 | 0.7 | -1 | 15 | 3 | -3 | i | 0.4 | -5
O=C(c1ccccc1)c1cn(CC(=O)N2CCCc3ccccc32)c2ccccc12 | 12 | -0.4 | -8 | 56* | -9 | -13 | -1.8 | -0.6 | -13[20 µM]
CCn1c(O)c(/C=N/NC(=O)c2ccncc2)c(=O)[nH]c1=S | 25 | -1.5 | -1 | -37 | -29 | 20 | -0.76 | 1.1 | 10
N#CC1=C(N)Oc2c(c(=O)oc3ccccc23)C1c1ccccc1OC(=O)c1cccs1 (stereo not given) | 2 | -0.4 | -10 | 11 | 7 | -9 | 0.048 | 0.3 | -24
CCN(CC)CCNCC(=O)Nc1ccc(Cl)cc1C(=O)c1ccccc1 | 3 | -0.9 | -4 | -31 | -17 | -2 | 0.62 | 0.7 | -13[20 µM]
O=C1N(c2cccc(Cl)c2)C(c2cccnc2)N2CCCN12 (stereo not given) | 9 | 1.6 | -13 | -16 | -6 | -3 | 1.2 | 1.0 | -12
COCCCN=Cc1c(O)[nH]c(=S)[nH]c1=O | 18 | 1.6 | 4 | 5 | -15 | -65 | -0.29 | -0.3 | -5
CCOP(=O)(OCC)c1cc(C)c(O)c(C(C)(C)C)c1 | -4 | -2.8 | -6 | 13 | 5 | 3 | 0.11 | -1.1 | -15
Cc1ccc2c(c1)c(=O)c1c3n2CCN(CC2CO2)C3CC1 (stereo not given) | 10 | 1.0 | -7 | -26 | -36 | -36 | -0.11 | 1.4 | -22
CCOC(=O)CC1=C(C(=O)OCC)C2(C(=O)Nc3ccccc32)C(C#N)=C(N)O1 (stereo not given) | -9 | -0.1 | -6 | -19 | -8 | -1 | . | 1.7 | -16[20 µM]
COc1ccc(NP(=O)(Nc2ccc(OC)cc2)Oc2ccccc2)cc1 | 3 | -1.5 | -14 | 22 | 6 | 2 | 0.062 | 0.0 | -10
COc1ccc(N2CCN(C(CNC(=O)Oc3ccccc3)c3cccnc3)CC2)cc1 (stereo not given) | 5 | -0.1 | -3 | 4 | 4 | -3 | -0.61 | -0.1 | -13[20 µM]
O=C(O)C1(c2ccc(Cl)cc2)CCC1 | 6 | 0.2 | 2 | -8 | -12 | -1 | -0.55 | -0.1 | -18[20 µM]
Nc1ccc(Br)cc1C(=O)c1ccccc1 | -12 | -3.5 | -6 | 18 | -15 | 0 | -0.54 | -1.8 | -6
CCOC(=O)c1ccc(NC(=O)c2c(O)[nH]c(=O)[nH]c2=O)cc1 | -5 | 308* | -4 | -23 | 77* | 0 | . | 247* | -18
CCc1cc2c(s1)N(CC(=O)OC)C(=O)CN=C2c1ccccc1OC | 27 | -0.3 | -3 | 30 | -15 | -5 | 0.29 | 0.4 | -17
CCC1(c2ccccc2)C(=O)N(COC)C(=O)N(COC)C1=O | 30 | 0.5 | -4 | 40 | -10 | -2 | 0.87 | 0.6 | -7
CC(C)Oc1ccc(Cc2c(O)[nH]c(=O)[nH]c2=O)cc1 | 12 | 0.4 | 1 | 11 | -20 | -2 | 0.97 | 0.7 | -15
O=C(c1ccc(-c2ccccc2)c(F)c1)C1CCCN(CCO)C1 (stereo not given) | 11 | 2.2 | -9 | -2 | -9 | -1 | . | 1.0 | -19
C/C1=C\[C@@H](C)C/C=C/[C@H]2[C@@H]3O[C@]3(C)[C@@H](C)[C@H]3[C@H](Cc4c[nH]c5ccccc45)NC(=O)[C@]32C(=O)/C=C/C(=O)[C@@H]1O | 16 | 4.1 | -1 | 11 | -17 | -6 | 0.43 | 2.0 | -24
CCCCCCN=C(CC)c1c(O)n(CCCC)c(=O)[nH]c1=O | 5 | -1.1 | -6 | 20 | -4 | -1 | . | -0.9 | -5
CN1CCN(c2ccc([N+](=O)[O-])c3no[n+]([O-])c23)CC1 | 78*[5 µM] | 18 | -2 | 22 | 141* | -16 | -1.6 | 6.3 | -5
COc1ccc(C(=O)C2CCCN(Cc3ccon3)C2)cc1OC (stereo not given) | 5 | 0.9 | -12 | 4 | 3 | -4 | -0.029 | 1.2 | -7
O=c1[nH]c(CN2CC=C(c3ccccc3)CC2)nc2scc(-c3ccccc3)c12 | 7 | 0.1 | -8 | 15 | -60 | -9 | 0.69 | 0.6 | -26
Cc1cc(C=O)c(C)n1C1CCCCC1 | -10 | 0.6 | -4 | -41 | 2 | -5 | 0.22 | 0.5 | -20[20 µM]
c1ccc2c(c1)Nc1ccccc1S2 | -12 | 0.2 | 2 | 18 | 2 | -3 | -0.75 | 0.5 | -7
C[C@@]1(CO)[C@H](O)CC[C@@]2(C)[C@H]1CC[C@H]1C[C@@H]3C[C@@]12CC[C@]3(O)CO | 12 | 0.4 | . | 18 | -3 | -2 | -0.013 | 1.8 | -19
O=Cc1cn(Cc2ccccc2[N+](=O)[O-])c2ccccc12 | 20 | 5.3 | 0 | 32 | 3 | 34 | -1.7 | 2.4 | 1
Cc1cccc(-n2c(O)c(C)c(=O)[nH]c2=S)c1 | -5 | 0.7 | 2 | -40 | -3 | -4 | -0.039 | 0.9 | -37
N#CC(C#N)=NNc1ccc(S(N)(=O)=O)cc1 | -7 | 1.4 | -3 | 2 | 42 | -20 | 0.32 | 0.6 | -4
CCOC(=O)c1cc2c(cn1)[nH]c1ccccc12 | 10 | -0.3 | -1 | -108 | -7 | -3 | -1.7 | 0.5 | -34
CCCCCCn1c(O)c(C(C)=NC)c(=O)[nH]c1=O | 2 | -1.6 | -3 | 31 | 11 | 5 | 0.76 | -0.4 | -11[20 µM]
Cc1c(C=O)c2ccccc2n1Cc1ccccc1F | -17 | -0.3 | -1 | 12 | -6 | -1 | 0.36 | -0.3 | -30
O=C1NC(=O)N(CCNc2ncc(C(F)(F)F)cc2Cl)C(=O)C1Cc1ccc(Cl)cc1 (stereo not given) | -3 | -1.4 | . | -27 | -5 | -2 | -0.79 | 1.1 | -36

Screens as filed in PubChem BioAssay.

Some of the compounds tested; count on the stated rates, not on these rows.
